Bioassay records as filed in PubChem.
S1P4 agonist: human S1P4 receptor agonism | activation, % at 4.98 µM | S1P4-expressing cell line, agonist reporter assay | O95977 | actives 0.35% (n = 220,000); in the data active = activation above about 11%;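 note: 0% = DMSO vehicle and 100% = reference agonist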
Target sequence (O95977 whole entry, looked up): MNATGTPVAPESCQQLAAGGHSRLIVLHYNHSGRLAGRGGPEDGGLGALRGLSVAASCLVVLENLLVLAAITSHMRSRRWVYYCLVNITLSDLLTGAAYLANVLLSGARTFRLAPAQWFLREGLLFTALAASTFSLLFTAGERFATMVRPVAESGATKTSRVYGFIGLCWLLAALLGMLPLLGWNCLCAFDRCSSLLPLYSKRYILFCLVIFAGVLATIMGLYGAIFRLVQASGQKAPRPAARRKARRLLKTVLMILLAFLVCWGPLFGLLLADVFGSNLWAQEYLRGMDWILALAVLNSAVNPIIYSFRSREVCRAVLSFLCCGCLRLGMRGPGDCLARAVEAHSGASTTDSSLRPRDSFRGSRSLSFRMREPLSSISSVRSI
NPY Y1 blocker: antagonists of human neuropeptide Y receptor Y1; P25929; HEK293-CNG Y1 cells, membrane potential fluorescence; NPY at EC95, then isoproterenol; AID 1040; inhibition, % at 3.6 µM; actives 1% (n = 200,000);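 active = inhibition above the campaign mean inhibition of all tested compounds plus 3 SD, cut at about 20% in these data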;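 note: 0% = DMSO wells given NPY plus isoproterenol and 100% = isoproterenol alone without NPY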
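Material: HEK293 Y1/CNG channel cell line; also added: NPY (25 nM), isoproterenol (1 µM), Ro 20-1724 (25 µM); doses: one concentration, 3.6 µM, in 0.4% DMSO; schedule: compound incubation 1 h at room temperature, readout 45 min post-stimulation; technique: membrane potential fluorescence; measure: fluorescence ratio normalized to % inhibition between controls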
S1P4 antagonist: blocks the human S1P4 receptor; O95977; S1P4-expressing cells, antagonist mode, reporter read-out; inhibition, % at 4.98 µM; actives 0.26% (n = 220,000); AID 1510; in the data active = inhibition above about 29%;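 note: 0% = wells stimulated with agonist and 100% = vehicle wells without agonist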
EP2 mod: modulators of human EP2 prostaglandin E2 receptor; P43116; actives 0.83% (n = 260,000); induction, % at 25 µM; EP2-expressing cells, cAMP HTRF FRET, PGE2 co-stimulation;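 active = compounds whose cAMP rise, as percent of the full-agonist control response, exceeds 60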;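 note: rat C6 glioma line stably carrying human EP2 under a CMV promoter; the protocol text gives 20 µM as final concentration; 100% = response of wells given 1 µM PGE2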
Target sequence (P43116 whole entry, looked up): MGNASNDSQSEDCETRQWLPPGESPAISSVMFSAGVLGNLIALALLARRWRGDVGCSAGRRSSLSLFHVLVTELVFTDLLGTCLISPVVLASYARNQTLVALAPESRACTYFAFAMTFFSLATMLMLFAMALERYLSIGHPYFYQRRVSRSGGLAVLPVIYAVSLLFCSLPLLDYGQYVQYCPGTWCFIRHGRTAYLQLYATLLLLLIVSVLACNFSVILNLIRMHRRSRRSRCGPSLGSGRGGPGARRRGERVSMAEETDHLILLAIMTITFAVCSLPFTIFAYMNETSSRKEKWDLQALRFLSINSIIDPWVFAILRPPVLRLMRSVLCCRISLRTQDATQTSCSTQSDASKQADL
TRPML3 agonist: activates the human TRPML3 channel. HEK293 TRPML3-YFP, Fluo-8 calcium fluorescence; 100% = the carbachol control signal. activation, % at 3 µM. AID 1448. actives 0.29% (n = 220,000). Q8TDD5;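 active = activation above its plate's cutoff, the mean activation of the plate's test wells plus 3 SD, cut at about 12% in these data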;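 note: 0% = DMSO only wells and 100% = carbachol wells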
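system = HEK293 cells stably carrying human TRPML3-YFP | doses = one concentration, 3 µM nominal, 0.3% DMSO | timing = dye loading 1 h 37 °C then 30 min ambient, 125 s read | detection = Fluo-8 calcium dye fluorescence, ex 470-495, em 515-575 nm | benchmarks = high control carbachol 87 µM, low control DMSO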
NPY-Y2 PAM-ag: potentiators or agonists of human neuropeptide Y receptor Y2 | P49146 | actives 0.45% (n = 220,000) | cells expressing NPY-Y2, potentiator/agonist read-out | activation, % at 3.6 µM; in the data active = activation above about 27%;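 note: cells stimulated with NPY near EC25 plus isoproterenol at EC100; 0% = vehicle plus submaximal agonist and 100% = vehicle plus saturating agonist; some results beyond the cut were filed as inactive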
TRPN1 ag: zebrafish TRPN1 (NompC) channel agonism; activation, % at 3 µM; HEK293 zebrafish TRPN1-YFP, Fluo-8 calcium fluorescence; 100% = response to 87 µM carbachol; actives 0.18% (n = 220,000); AID 1424;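 active = activation above its plate's cutoff, the mean activation of test wells on that plate plus 3 SD, cut at about 19% in these data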;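 note: 0% = DMSO alone and 100% = 87 µM carbachol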
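System: zebrafish TRPN1-YFP in HEK293 cells / Dosing: 3 µM single point / Timing: dye loading 1 h at 37 °C, then 30 min room temperature / Signal: Fluo-8 calcium fluorescence, excitation 470-495 nm, emission 515-575 nm / Read-out basis: percent activation from peak over basal fluorescence ratio, control-normalized / Control set: high carbachol 87 µM, low DMSO alone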
CHOP inh: blocks CHOP induction under ER stress; inhibition, % at 10 µM; actives 3.8% (n = 220,000); CHO-K1 CHOP-promoter luciferase, tunicamycin-induced, 15-18 h;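 active = compounds that reduced the stress-induced luciferase reporter signal by more than about 70% of percent inhibition, limit read from the data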;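 note: 0% = tunicamycin plus vehicle and 100% = wells without tunicamycin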
NPY1 pot ag: human NPY-Y1 potentiation or agonism, primary screen; P25929; NPY-Y1 expressing cells, potentiator/agonist activation; actives 0.37% (n = 220,000); activation, % at 3.6 µM; in the data active = activation above about 33%, passing the limit was not always enough;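 note: cells stimulated with NPY at EC10 then isoproterenol at EC100; 0% = low agonist plus stimulus and 100% = saturating agonist plus stimulus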
Numbers without * were called inactive; · = not tested or not shown; & = joins results of further samples.

Sample of the layout, two compounds:
item	mol	S1P4 agonist	NPY Y1 blocker	S1P4 antagonist	EP2 mod	TRPML3 agonist
1	CC1CCCN(c2cc(N(C)CCO)c([N+](=O)[O-])c3nonc23)C1 (stereo not given)	-0.7	10	11	20	-0.2
2	Cc1ccc(C(=O)CNc2nc3c(c(=O)[nH]c(=O)n3C)n2Cc2ccccc2)cc1	0.7	-10	-5	18	0.5

item	NPY-Y2 PAM-ag	TRPN1 ag	CHOP inh	NPY1 pot ag
1	-8	0.4	2	-17
2	12	-1.0	9	-2

The listing, from the start:
item	mol	S1P4 agonist	NPY Y1 blocker	S1P4 antagonist	EP2 mod	TRPML3 agonist
1	CC1CCCN(c2cc(N(C)CCO)c([N+](=O)[O-])c3nonc23)C1 (stereo not given)	-0.7	10	11	20	-0.2
2	Cc1ccc(C(=O)CNc2nc3c(c(=O)[nH]c(=O)n3C)n2Cc2ccccc2)cc1	0.7	-10	-5	18	0.5
3	C=C(C)COc1ccc(-c2[nH]ncc2Oc2cccc(OC)c2)c(O)c1	1.5	-3	3	-5	-0.6
4	CCOC(=O)C1C(=O)NC(SCC(=O)Nc2nccs2)=C(C#N)C1c1ccccc1OCC (stereo not given)	0.8	-2	-25	18	0.0
5	Nc1cc(=O)[nH]c(SCC(=O)Nc2ccc(F)c(Cl)c2)n1	-6.7	2	-6	12	0.2
6	O=S(=O)(c1ccc(N2CCCCCC2)nc1)N1CCCC1	-0.9	4	-9	-18	0.5
7	CCOc1ccc(N2C(=O)/C(=C/c3cccs3)N(CC(=O)OC)C2=S)cc1	1.5	-1	-18	8	0.0
8	C=CCOc1nc(N2CCCC2)nc(N2CCCC2)n1	-0.7	-5	-4	30	-0.5
9	CCn1cc(S(=O)(=O)Nc2cc(F)ccc2C)cn1	1.1	1	-8	19	0.4
10	Cc1ccc(C(=O)Nc2nc3ccc(S(C)(=O)=O)cc3s2)s1	-0.3	5	-4	14	0.7
11	Cc1cc(NC(=O)NC2(C(F)(F)F)Oc3ccc(Cl)cc3O2)no1 (stereo not given)	-2.2	-7	16	28	1.1
12	O=C(NCc1ccc2c(c1)OCO2)C1CCCN1S(=O)(=O)c1ccc(F)cc1 (stereo not given)	1.4	·	0	-28	0.2
13	COCCNC(=O)c1ccccc1NC(=O)C1COc2ccccc2O1 (stereo not given)	1.8	0	-32	3	0.5
14	COc1cccc(/C=N/NC(=O)C(c2ccncc2)N2CCOCC2)c1 (stereo not given)	0.5	·	-5	9	0.8
15	O=C(NCCN1CCc2ccccc2C1)Nc1ccc([N+](=O)[O-])cc1	1.0	0	-31	-41	2.1

item	NPY-Y2 PAM-ag	TRPN1 ag	CHOP inh	NPY1 pot ag
1	-8	0.4	2	-17
2	12	-1.0	9	-2
3	5	-0.8	103*	0
4	-5	0.8	-1	8
5	4	0.3	11	-10
6	5	-2.3	-16	6
7	-6	-0.1	26	2
8	1	-1.8	46	-16
9	3	0.3	-2	-12
10	-3	2.4	-26	-29
11	3	-1.0	99*	14
12	-24	0.1	8	-12
13	-8	1.7	11	-11
14	5	-0.3	-18	3
15	0	0.7	9	8

Carrying on:
item	mol	S1P4 agonist	NPY Y1 blocker	S1P4 antagonist	EP2 mod	TRPML3 agonist
16	O=S(=O)(c1ccc(F)cc1)N1CCN(c2ccccn2)CC1	-1.1	0	14	-33	0.3
17	Cn1cccc1C(C#N)(CC#N)c1cccc(F)c1C#N (stereo not given)	-2.0	7	7	-2	0.7
18	O=C(CNC(=O)c1ccccc1)N/N=C/c1cn[nH]c1-c1ccccc1	0.8	3	-13	-17	0.7
19	COc1cc(C(F)(F)F)nc(-c2ccccn2)n1	1.6	3	-7	11	1.2
20	Cc1ccccc1N(Cc1ccccc1F)S(C)(=O)=O	-2.8	-1	-9	20	0.1
21	CN(C)c1ccc(/C=[N+](\[O-])C(C)(C)/C=N/O)cc1	-0.6	-2	-13	4	0.4
22	COc1cc(CN(C)C)cc(C=O)c1O	-1.0	-5	-4	7	0.8
23	COc1cc2c(cc1OC)C(c1cc([N+](=O)[O-])ccc1O)NCC2 (stereo not given)	0.1	6	4	-5	1.0
24	O=S(=O)(NCCCc1ccccc1)c1ccc(Cl)cc1	4.5	9	-10	17	-1.9
25	Cc1ccc(C)c(NC(=O)CS(=O)(=O)c2cccc3nsnc23)c1	0.2	-4	1	11	0.4
26	COc1ccc(C(C(=O)NC2CCCC2)N(C(=O)c2ccoc2C)c2ccccc2)cc1 (stereo not given)	-0.9	5	-9	29	-1.4
27	O=C(CCc1nc(-c2ccccc2)c(-c2ccccc2)o1)OCc1ccc(Br)cc1	0.8	5	-3	48	0.3
28	CCN1CC(CN(C)Cc2nc(-c3ccc(Cl)cc3)no2)CC1=O (stereo not given)	-0.8	-1	-5	-10	3.5
29	O=C(Nc1nsc(-c2ccccc2)n1)c1cccs1	2.7	4	-5	-3	-0.7
30	CCOC(=O)C1=C(C)NC(=O)NC1c1ccccc1Cl (stereo not given)	-1.1	3	-12	9	0.1

item	NPY-Y2 PAM-ag	TRPN1 ag	CHOP inh	NPY1 pot ag
16	2	0.8	-6	-14
17	-12	1.9	6	0
18	-5	-1.4	-7	-6
19	-1	1.2	30	10
20	9	-0.6	8	3
21	6	-1.1	-14	8
22	-11	0.7	7	0
23	-7	2.3	18	11
24	-3	-2.2	-3	14
25	9	-2.0	-7	11
26	-10	-1.4	0	-38
27	-16	0.2	27	-8
28	-17	5.5	48	-10
29	-14	-0.9	12	-10
30	7	-0.9	-15	-11

A different layout for some results above:
(23) COc1cc2c(cc1OC)C(c1cc([N+](=O)[O-])ccc1O)NCC2 (stereo not given)
(24) O=S(=O)(NCCCc1ccccc1)c1ccc(Cl)cc1
(25) Cc1ccc(C)c(NC(=O)CS(=O)(=O)c2cccc3nsnc23)c1
(26) COc1ccc(C(C(=O)NC2CCCC2)N(C(=O)c2ccoc2C)c2ccccc2)cc1 (stereo not given)
compound no.	23	24	25	26
S1P4 agonist	0.1	4.5	0.2	-0.9
NPY Y1 blocker	6	9	-4	5
S1P4 antagonist	4	-10	1	-9
EP2 mod	-5	17	11	29
TRPML3 agonist	1.0	-1.9	0.4	-1.4
NPY-Y2 PAM-ag	-7	-3	9	-10
TRPN1 ag	2.3	-2.2	-2.0	-1.4
CHOP inh	18	-3	-7	0
NPY1 pot ag	11	14	11	-38

The results go on:
item	mol	S1P4 agonist	NPY Y1 blocker	S1P4 antagonist	EP2 mod	TRPML3 agonist
31	C=CCSc1nnc(NC(=O)Cn2cnc3c2c(=O)n(C)c(=O)n3C)s1	-1.5	1	5	6	-1.0
32	CC(C)c1ccc(N2CC(C)(C)C2=O)cc1	-0.1	5	-33	20	0.7
33	CCCCNC(=S)N/N=C/c1ccc(OCC(=O)Nc2c(C)cc(C)cc2C)c(OC)c1	-2.6	2	-2	20	0.2
34	COc1cc(/C=C/C(=O)OCC(=O)NC(=O)NC(C)(C)C)ccc1O	0.7	·	7	15	-1.5
35	CCCNC(=O)C(Cc1ccccc1)NS(=O)(=O)c1cccc2nsnc12 (stereo not given)	3.1	-4	-10	30	-1.4
36	Cc1ccc(OC(=O)c2ccc(C)c([N+](=O)[O-])c2)cn1	1.4	2	4	-37	0.6
37	O=C(CCC(=O)Nc1ccccc1)NNC(=O)COc1ccccc1	-0.7	3	-14	19	0.3
38	COc1ccc(-c2cc(C(F)(F)F)nc(SCC(=O)N(C)Cc3cn(C)nc3C)n2)cc1OC	0.8	1	-11	-18	0.0
39	C=CCn1c(-c2cc(-c3ccc(C)cc3)nc3ccccc23)n[nH]c1=S	0.0	10	-12	44	-1.2
40	CC(=O)NS(=O)(=O)c1ccc(NC(=O)C(Sc2ccccc2)c2ccccc2)cc1 (stereo not given)	-1.4	6	-23	15	1.0
41	COc1ccc(NS(=O)(=O)c2cccc(NC(=O)c3ccc(S(=O)(=O)N4CCCCCC4)cc3)c2)cc1	0.6	-4	-10	-1	0.9
42	CCC(=O)N1CCN(c2ccc(NC(=O)c3ccccc3)cc2)CC1	2.1	-4	0	-26&4	0.6
43	CCn1cc(C(=O)OCC(=O)Nc2cc(S(=O)(=O)N(C)C)ccc2C)c(=O)c2ccc(C)nc21	-1.7	1	1	26	-0.4
44	COc1cccc(CC(=O)Nc2cc(S(=O)(=O)N3CCOCC3)ccc2N2CCOCC2)c1	-0.2	-4	-7	7	-1.5
45	CCCNC(=S)NNC(=O)c1cccs1	1.7	2	-26	25	0.6

item	NPY-Y2 PAM-ag	TRPN1 ag	CHOP inh	NPY1 pot ag
31	-4	1.1	11	-18
32	8	0.5	-7	22
33	3	0.8	50	-5
34	21	-2.1	10	38
35	-11	-1.5	4	-11
36	-9	-0.9	4	-39
37	-5	-0.8	18	20
38	-3	-0.7	13	-12
39	-2	-2.3	70*	-6
40	4	1.5	18	16
41	24	0.9	75*	8
42	-3	2.6	7	15
43	-7	-1.2	47	-8
44	-3	0.4	-1	-3
45	11	0.4	-4	12

More entries.
item	mol	S1P4 agonist	NPY Y1 blocker	S1P4 antagonist	EP2 mod	TRPML3 agonist
46	CCOC(=O)C(NC(=O)NCc1ccccc1OC)(OCC)C(F)(F)F (stereo not given)	1.9	-6	-10	12	-0.2
47	CCn1c(CNC(=O)Cc2ccc(OC)cc2)nnc1SCCOc1ccccc1	4.2	0	-9	7	0.6
48	Cc1c(C(=O)NCC2CCCO2)oc2ccc(S(=O)(=O)N3CC(C)CC(C)C3)cc12 (stereo not given)	3.0	-5	5	11	0.6
49	CCC(=O)c1ccc(/C=C/c2nc3ccccc3n2C)o1	1.1	-7	23	-21	1.3
50	O=C(Nc1ccc(CN2CCOCC2)cc1)c1ccc(-c2cccc(Cl)c2)o1	0.5	5	-31	-73	0.9

item	NPY-Y2 PAM-ag	TRPN1 ag	CHOP inh	NPY1 pot ag
46	14	-0.2	3	10
47	5	3.2	13	12
48	-2	1.7	53	11
49	6	1.8	-7	3
50	-21	5.4	4	-16

No enrichment for hits. Share with any hit: about 6.5%.
